# Screening results (PubChem)
# D1 agonist: human D1 receptor agonism; activation, % at 2 µM; AID 504660; actives 1% (n = 360,000); P21728; HEK293 T-REx D1 cells, calcium flux, agonist mode; in the data active = activation above about 30%; note: 0% is about no effect
# Target sequence (P21728 whole entry, looked up): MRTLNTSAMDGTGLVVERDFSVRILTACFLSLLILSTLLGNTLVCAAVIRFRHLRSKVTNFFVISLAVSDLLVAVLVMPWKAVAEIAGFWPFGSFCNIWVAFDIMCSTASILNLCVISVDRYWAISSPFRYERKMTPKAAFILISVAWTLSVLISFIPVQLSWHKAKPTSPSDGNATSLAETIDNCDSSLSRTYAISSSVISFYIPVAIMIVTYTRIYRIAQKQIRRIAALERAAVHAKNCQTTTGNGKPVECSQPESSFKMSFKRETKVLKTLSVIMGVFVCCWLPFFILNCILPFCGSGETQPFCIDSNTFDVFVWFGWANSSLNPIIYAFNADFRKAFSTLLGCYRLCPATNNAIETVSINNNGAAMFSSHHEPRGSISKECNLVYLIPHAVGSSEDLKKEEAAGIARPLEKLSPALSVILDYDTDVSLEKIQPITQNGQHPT
#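 Tetracycline-induced HEK293 TREx D1 cells, force-coupled to calcium signalling, were dye-loaded with a no-wash calcium kit. Compound was pin-added after a 10 s baseline. Fluorescence was read kinetically at 1 cycle/s for 180 s, with calcium rises flagged as agonism.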
# RXFP1 agonist: activates the human relaxin receptor RXFP1; Q9HBX9; HEK293T-RXFP1 cAMP TR-FRET, 30 min; response scale: percent of porcine relaxin response, buffer zero; Potency, µM (top dose mostly 57.5 µM), for inactives: top-dose activation, actives largely listed as activators; actives 0.3% (n = 370,000); AID 2676; note: potency is the fitted concentration of half-maximal effect; % is set by controls: 0 for no effect and ±100 for the full control effect; nearly all actives have a fitted effect of over 60% in size; many of its hits are not listed in these tables
#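 HEK293 cells stably expressing RXFP1, treated 30 min at 37C with compounds plus PDE4 inhibitor Ro 20174; cAMP measured by HTRF TR-FRET. Normalized to buffer and 29 nM porcine relaxin; EC50 by Hill fit.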
# D2 PAM: positive allosteric modulators of human D2 dopamine receptor; P14416; HEK293 T-REx D2, calcium flux, EC20 dopamine potentiation; potentiation, % at 10 µM; actives 0.34% (n = 340,000);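 active = potentiation over 3 SD above the plate norm, cut at about 30% in these data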; note: 0% is about no effect
#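 Tetracycline-induced Hek293 Trex D2 cells, force-coupled to calcium, loaded with no-wash calcium dye. Compound added with 180 s kinetic read for agonism, then EC20 dopamine and a further 180 s read for potentiation.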
# Anesthetic bind: binds horse apoferritin like a general anesthetic. apoferritin/1-aminoanthracene competitive binding, fluorescence. Potency, µM (top dose mostly 77.5 µM), for inactives: top-dose activity change, negative = displacement, hits mostly inhibitors. actives 0.074% (n = 350,000). AID 485281; note: potency is the fitted concentration of half-maximal effect; % is set by controls: 0 for no effect and ±100 for the full control effect; nearly all actives have a fitted effect of over 20% in size
# Target sequence (P02791 2-175 limits assumed): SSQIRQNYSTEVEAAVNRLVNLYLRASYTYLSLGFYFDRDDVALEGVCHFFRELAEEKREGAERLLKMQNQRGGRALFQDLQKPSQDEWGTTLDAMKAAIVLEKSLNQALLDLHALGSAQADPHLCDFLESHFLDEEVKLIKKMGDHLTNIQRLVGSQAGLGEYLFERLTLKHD
#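 Steps: apoferritin (10 uM) was premixed with half-saturated 1-AMA in PBS, compounds were pin-transferred, plates stood 10 min at room temperature, fluorescence was read at 380/535 nm, and curves were fitted with a Hill equation.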
# D1 antagonist: blocks dopamine activation of the human D1 receptor. actives 3.2% (n = 360,000). P21728. HEK293 TREx D1 cells, calcium flux, dopamine EC80; hits give low values. activity change, negative = inhibition, % at 10 µM; in the data active = activity change below about -30%; note: % is set by controls: 0 for no effect and ±100 for the full control effect
#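 Tetracycline-induced HEK293 T-REx cells with force-coupled D1 receptor were loaded with a no-wash calcium dye. Compound was added after a 10 s baseline and read kinetically for 180 s; EC80 dopamine was then added and calcium flux followed another 180 s.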
# RXFP1 antagonist: antagonists of human relaxin receptor RXFP1 | AID 1259400 | HEK293-RXFP1, relaxin-stimulated cAMP HTRF, 30 min; hits give low values | Q9HBX9 | activity change, negative = inhibition, % at 57.5 µM | actives 0.59% (n = 350,000);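 active = activity change of -60% or lower, but not beyond a set lower limit; inconclusive = change between -60% and -40%, or beyond the set limit; inactive = change above -40%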; note: % is set by controls: 0 for no effect and ±100 for the full control effect
# TRHR PAM: allosteric enhancers of human TRH receptor. P34981. TRHR cells, fluo-8 calcium fluorescence, EC20 TRH enhancement. enhancement, % at 2 µM. actives 0.66% (n = 360,000). AID 493056; in the data active = enhancement above about 30%; note: 0% is about no effect
# Target sequence (P34981 whole entry, looked up): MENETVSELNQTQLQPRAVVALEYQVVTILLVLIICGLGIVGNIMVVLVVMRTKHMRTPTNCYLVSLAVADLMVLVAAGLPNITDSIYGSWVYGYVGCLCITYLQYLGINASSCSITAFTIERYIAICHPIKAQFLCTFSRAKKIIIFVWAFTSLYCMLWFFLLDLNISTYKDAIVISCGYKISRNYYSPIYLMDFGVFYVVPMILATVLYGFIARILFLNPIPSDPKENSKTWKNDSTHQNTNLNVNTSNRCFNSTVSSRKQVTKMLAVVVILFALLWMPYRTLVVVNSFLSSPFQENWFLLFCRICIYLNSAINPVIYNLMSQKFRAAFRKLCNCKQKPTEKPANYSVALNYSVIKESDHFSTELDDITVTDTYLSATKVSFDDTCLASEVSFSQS
#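 Enhancer read-out: after compound pinning and an initial kinetic agonist-mode read, an EC20 of TRH (10 nM final) was injected and fluo-8 calcium signal (Ex 480/Em 530) followed at 1 s/cycle for 100 cycles in TRHR-expressing cells.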
# TRHR agonist: TRH receptor (human) agonism | P34981 | TRHR cells, calcium flux fluo-8, FDSS agonist mode | activation, % at 2 µM | actives 0.18% (n = 360,000); in the data active = activation above about 30%; note: 0% is about no effect
#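 Read-out: compound-evoked intracellular calcium rise in TRHR cells, fluo-8 dye, kinetic FDSS fluorescence at 1 s/cycle following a 10-cycle baseline. Cells cultured overnight before dye loading (30 min–1.5 h, RT).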
# D1 PAM: potentiators of human D1 dopamine receptor; P21728; HEK293 TREx D1 cells, calcium flux, dopamine EC20 potentiation; potentiation, % at 10 µM; actives 0.036% (n = 360,000); AID 504651; in the data active = potentiation above about 30%; note: 0% is about no effect
# Numbers without * were called inactive; u = inconclusive; x = no result given; [ ] = remark or other dose. Unless noted, calls come from the whole dose curve; as a rule, active = well fitted curve in the direction sought with a large enough effect; inconclusive = small, poorly fitted or top-dose-only effect, or another doubt; inactive = no such curve, though single readings can be large; an effect the other way counts as inactive or inconclusive.
SMILES,D1 agonist,RXFP1 agonist,D2 PAM,Anesthetic bind,D1 antagonist,RXFP1 antagonist,TRHR PAM,TRHR agonist,D1 PAM
O=C(O)c1cnn(-c2ccccc2)c1-c1ccccc1,-1,1.8%,1,-10%,x,-7,-4,0.0,0
Cc1ccc(N2C(=O)CSC2c2cccnc2)c(Cl)c1 (stereo not given),2,1.8%,-1,11%,-37*,-7,-2,-1.3,-1
CC1(c2ccccn2)Nc2ccccc2-c2nc3ccccc3n21 (stereo not given),2,6.1%,-4,78%[activator],-4,-2,-11,-0.6,5
Cc1cc(C(=O)CCl)c(C)n1-c1cccc([N+](=O)[O-])c1,2,-1.6%,1,-8%,-4,1,5,-0.3,-4
COc1cccc(COC(=O)C2CCN(S(=O)(=O)c3ccc(C)cc3C)CC2)c1OC,18,0.6%,13,x,-44*,-14,-4,1.4,-18
NC(=O)CN1C(=O)C(=O)N(Cc2ccccc2Cl)C1=O,2,2.2%,-3,-2%,1,-5,1,-1.1,-6
O=C(COC(=O)c1ccc(CNS(=O)(=O)c2ccc(F)c(Cl)c2)cc1)NCC1CCCCC1,5,-0.8%,-23,-7%,-21,-9,0,1.1,-2
O=c1[nH]c2ccc(Cl)cc2c(O)c1-c1ccccc1,0,5.5%,8,-4%,45,2,8,0.2,1
Cc1ccc(CC2C(=O)N(c3cc(Cl)ccn3)C(=O)C2C)cc1 (stereo not given),0,-1.0%,-5,-12%,7,6,-3,-0.4,-4
COc1ccc(S(=O)(=O)N2CCOC2CNC(=O)C(=O)NCCc2ccc(S(N)(=O)=O)cc2)cc1 (stereo not given),5,1.2%,0,-10%,-20,2,3,0.2,-8
CN(C(=O)Cn1c(Cl)nc2c1c(=O)n(C)c(=O)n2C)C1CCS(=O)(=O)C1 (stereo not given),3,4.4%,4,x,1,-3,10,0.9,5
O=[N+]([O-])c1ccc(N2CCN(C(=S)Nc3ccccc3)CC2)cc1,17,0.5%,-7,-4%,-14,-22,-5,0.7,-4
Cc1ccc(CC(=O)Nc2ccc(Cl)cn2)cc1,3,2.4%,-4,-2%,-11,4,-3,0.0,-4
Cc1ccc(C(=O)OCC(=O)Nc2ccc3[nH]c(=O)[nH]c3c2)cc1[N+](=O)[O-],2,-0.1%,3,-1%,-8,u,8,0.3,5
CCOc1ccccc1C1CC(c2cccs2)=NN1S(C)(=O)=O (stereo not given),0,1.5%,0,-20%,-6,-20,-1,-0.4,-4
Cc1cccc2cc(C#N)c(SCC(=O)Nc3ccccc3N3CCOCC3)nc12,5,6.8%,-1,-13%,1,4,7,0.9,0
CC(=O)N1CCN(c2ccc(NC(=O)c3ccc(OCc4ccccc4)cc3)cc2)CC1,3,-0.6%,-2,-5%,11,-4,2,0.9,18
O=C(C1CCC(=O)N1Cc1cccs1)N1CCOCC1 (stereo not given),1,0.1%,0,-1%,-2,9,-1,0.0,-3
O=C(c1ccco1)N1CCN(Cc2nc(-c3cccs3)no2)CC1,2,0.7%,-11,-5%,-8,1,-18,0.7,-1
O=C(Nc1nc2ccc(SC(F)F)cc2s1)c1ccc(NS(=O)(=O)c2ccc(F)c(F)c2)cc1,5,1.3%,-8,-17%,-25,-35,-9,0.1,-7
CCn1c2ccccc2c2cc(NC(=O)c3ccco3)ccc21,2,1.5%,x,3%,4,-22,10,-1.2,-8
Cc1cc(C)c2nc(N3C(=O)C(O)=C(C(=O)c4ccco4)C3c3ccco3)sc2c1 (stereo not given),0,26%,x,u,15,-30,2,-0.5,3
CCOc1ccc(-n2c(SCC(=O)N3CCc4ccccc43)nnc2-c2c[nH]c3ccccc23)cc1,1,2.8%,0,-8%,-5,4,-1,0.3,0
CCOC(=O)N1CCN(C(=O)CCc2c(C)nc3nc(C)nn3c2C)CC1,1,6.4%,9,-9%,-26,-2,0,0.0,1
Cc1ccc(NC(=O)c2csc3c2CCCC3)cc1,12,-0.3%,-6,u,0,3,-4,-1.2,-6
CCOC(=O)CCNC(=O)Nc1ccc2nc(C)n(Cc3cccc(Cl)c3)c(=O)c2c1,0,3.7%,35*,0%,-2,7,-4,0.4,0
COc1ccc(C2c3c(n(C)c4ccccc34)C(=O)N2CC(=O)Nc2ccc(C)cc2Cl)cc1 (stereo not given),5,1.8%,0,-1%,-4,-8,-4,0.2,-3
CCCCNC(=O)C1C2C=CC(C2)C1C(=O)O (stereo not given),4,2.0%,x,5%,-12,11,11,0.0,1
CN(CCOc1ccccc1)CC(=O)Nc1ccc(Br)cc1F,6,0.1%,0,-7%,-2,-17,-7,1.0,-6
COc1cc(OC)c(OC)cc1C=NCC1(c2ccccc2)CCCC1,2,4.3%,15,-12%,-7,-13,6,0.6,-2
Cc1cc(C)c(C(=O)O)c(Cl)n1,9,1.0%,9,-9%,-13,12,3,-0.2,1
Nc1c(-c2cccs2)cnn1-c1nc(-c2ccc(F)cc2)cs1,5,-2.9%,-5,-9%,-15,13,-7,0.3,-7
O=C(c1cc(-c2ccc(Br)cc2)n[nH]1)N1CCN(S(=O)(=O)c2ccc(Br)s2)CC1,1,0.1%,-4,-4%,-11,-12,-2,0.0,-3
COc1ccc(/C=C2\SC(=O)N(CCC(=O)NCCCn3ccnc3)C2=O)cc1,0,-2.7%,8,-15%,0,0,3,-0.6,-5
COCC(=O)N(Cc1ccccc1)c1ccccn1,3,-1.2%,x,0%,-6,11,-14,0.8,-2
CCOC(=O)C1C(=O)NC(c2ccccc2)=NC1c1cccc(Br)c1 (stereo not given),6,-1.1%,8,-16%,2,-5,6,2.0,3
CC(=O)c1nc(N2C(=O)C3CC=C(C)CC3C2=O)sc1C (stereo not given),5,u,1,-6%,17,7,5,1.0,4
Cc1ccc(-c2nc(S(=O)(=O)c3ccc(Cl)cc3)c(N3CCCCC3)o2)cc1,-1,4.4%,-8,-9%,7,x,5,-1.2,0
CCOC(=O)c1sc(NC(=O)CSc2ncccn2)nc1C,10,-2.7%,4,-4%,14,-6,3,-0.4,2
CC(C)(C)CNc1cc(N2CCCC2)ccc1[N+](=O)[O-],2,0.1%,x,-14%,14,0,-3,0.8,1
CC(C)C(NC(=O)OC(C)(C)C)C(=O)NC(CCC(=O)OCc1ccccc1)C(N)=O (stereo not given),9,-1.1%,-2,-5%,31,2,8,-0.3,9
Cc1ccc(C(=O)OCC(=O)NCc2ccco2)cc1,0,0.5%,-2,-12%,-10,-4,-1,-0.1,-5
Cc1nn(C)cc1S(=O)(=O)N1CCN(c2ccccc2)CC1,7,-0.7%,2,0%,-24,1,6,0.4,-1
Cc1ccc2cccc(NC(=O)c3ccc(-c4ccc(Br)cc4)o3)c2n1,1,3.6%,25,-6%,1,-15,2,0.3,0
COc1ccc(NC2=C(Cl)C(=O)N(c3ccccc3)C2=O)c(OC)c1,0,-1.2%,9,u,-22,-14,-1,-1.0,-2
COc1ccc(C(=O)c2ccc(OC)c(N)c2)cc1N,9,0.8%,-2,-10%,0,-9,-11,-0.9,1
COc1ccc(NC(=O)C2CCN(C(=O)NCc3ccccc3)CC2)cc1,2,0.1%,12,-2%,5,16,4,0.5,-6
CC(C)(C)OC(=O)C(Cl)(C(=O)OC(C)(C)C)c1ccc2nnnn2n1,3,1.1%,7,-22%,-10,3,6,-0.8,3
COc1ccc(C(=O)c2c[nH]c(C(=O)NCC3CCCO3)c2)cc1 (stereo not given),0,-0.8%,-18,-9%,8,-7,-5,0.0,-3
C[n+]1ccc(C(=O)NCc2ccccc2)cc1,4,0.2%,-2,-3%,1,-4,-9,1.2,-2

# Only Anesthetic bind and RXFP1 antagonist, for some of the entries so far:
mol,Anesthetic bind,RXFP1 antagonist
Cc1cc(C)c2nc(N3C(=O)C(O)=C(C(=O)c4ccco4)C3c3ccco3)sc2c1 (stereo not given),u,-30
Cc1ccc2cccc(NC(=O)c3ccc(-c4ccc(Br)cc4)o3)c2n1,-6%,-15
NC(=O)CN1C(=O)C(=O)N(Cc2ccccc2Cl)C1=O,-2%,-5
Cc1ccc(-c2nc(S(=O)(=O)c3ccc(Cl)cc3)c(N3CCCCC3)o2)cc1,-9%,x

# The listing picks up, starting 2 compounds before the break.
SMILES,D1 agonist,RXFP1 agonist,D2 PAM,Anesthetic bind,D1 antagonist,RXFP1 antagonist,TRHR PAM,TRHR agonist,D1 PAM
COc1ccc(C(=O)c2c[nH]c(C(=O)NCC3CCCO3)c2)cc1 (stereo not given),0,-0.8%,-18,-9%,8,-7,-5,0.0,-3
C[n+]1ccc(C(=O)NCc2ccccc2)cc1,4,0.2%,-2,-3%,1,-4,-9,1.2,-2
Cc1ccc(OCCCc2c(C)n[nH]c2C)cc1,4,-0.6%,x,u,-19,-30,-3,-0.2,-5
CCCCN(C)C(=O)c1cccc(OC2CCN(CC(C)(C)C)CC2)c1,8,0.0%,-1,u,10,-8,-3,-1.5,-3
COc1ccccc1N1CCN(/N=C\c2ccccc2)CC1,6,0.4%,3,-16%,5,-8,3,-0.4,-5
COc1ccccc1/C=C/C(=O)NNC(=O)c1cccs1,1,0.1%,-7,-19%,-3,4,-7,-0.5,1
CN(C)c1ccc(-c2nn3c(C4CCCCC4)nnc3s2)cc1,1,3.0%,4,-1%,-22,-10,1,-1.1,0
O=C(Cc1ccc(S(=O)(=O)N2CCOCC2)s1)NCCOc1ccccc1F,4,1.0%,6,x,10,9,-5,0.0,-3
CCOC(=O)c1sc(NC(=O)C(C)Sc2nnc(N)s2)nc1C (stereo not given),1,-1.8%,5,-11%,3,1,-1,-0.6,-5
CCc1ccccc1NC(=O)NCc1ccc2c(c1)CCN2C(=O)c1ccccc1,0,-1.7%,1,8%,4,1,2,-0.6,0
COc1ccc(-c2[nH]ncc2CN2C[C@@H]3CCC[C@H]2C3)c(F)c1,0,-1.4%,9,-5%,0,-15,0,3.2,2
CCN(CC)S(=O)(=O)c1ccc(N2CCN(c3ccccc3OC)CC2)c(N)c1,7,3.0%,-2,-9%,-16,-13,11,-2.2,-8
CC(C)(C)S(=O)c1cccs1 (stereo not given),1,0.5%,9,-19%,-8,-11,18,0.2,-6
CCc1nc(SCC(=O)Nc2sc(C)c(C)c2C(=O)OC)c2ccccc2n1,0,3.1%,-3,-11%,-4,x,2,0.1,4
Cn1ccc(NC(=O)Nc2cccc(C(F)(F)F)c2)n1,0,0.5%,-3,-3%,-10,11,-2,0.8,-7

# Only part of the results is shown (hit frequency here may not be typical).
